High-throughput results from PubChem.
TRHR ag – agonists of human TRH receptor | TRHR cells, calcium flux fluo-8, FDSS agonist mode | activation, % at 2 µM | 360,000 tested, 0.18% active | AID 493084; in the data active means activation above about 30%; further: 0% is about no effect
Target sequence (P34981 whole entry, looked up): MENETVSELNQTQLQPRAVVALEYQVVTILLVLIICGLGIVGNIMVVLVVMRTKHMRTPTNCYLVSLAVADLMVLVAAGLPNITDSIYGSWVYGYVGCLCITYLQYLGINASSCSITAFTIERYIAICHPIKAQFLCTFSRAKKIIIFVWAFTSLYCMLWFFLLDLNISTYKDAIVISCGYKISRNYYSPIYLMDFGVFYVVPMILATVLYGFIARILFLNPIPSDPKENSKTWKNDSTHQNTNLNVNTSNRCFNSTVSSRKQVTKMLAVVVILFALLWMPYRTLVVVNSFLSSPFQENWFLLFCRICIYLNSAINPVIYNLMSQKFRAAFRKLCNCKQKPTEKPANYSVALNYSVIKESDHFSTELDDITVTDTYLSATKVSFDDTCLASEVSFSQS
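TRHR-expressing cells loaded with fluo-8 calcium dye; 23 nL library compound pin-transferred, kinetic FDSS fluorescence (Ex 480/Em 530) recorded about 180 s for agonist-induced calcium release, before a 10 nM TRH EC20 addition for potentiator mode.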
PI4K2A block – inhibitors of human PI4K2A | Q9BTU6 | purified PI4K2A, ADP-Glo luminescence, 1 h; stronger effect = lower value | 420,000 tested, 0.13% active | activity change, negative = inhibition, % at 76.9 µM | AID 1346378; in the data active means activity change below about -50%; inconclusive means mostly about -30% to -49%;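 further: -100% = wells without enzyme as full effect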
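In this quantitative HTS, ADP production by PI4K2A was quantified luminescently after 1 h at ambient temperature; 100 microM adenosine served as plate-quality control.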
TRHR enhancer – TRH receptor (human) allosteric enhancement; TRHR cells, fluo-8 calcium fluorescence, EC20 TRH enhancement; AID 493056; 360,000 tested, 0.66% active; P34981; enhancement, % at 2 µM; in the data active means enhancement above about 30%; further: 0% is about no effect
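TRHR-expressing cells loaded with fluo-8 calcium dye were read kinetically (ex 480/em 530) during compound addition, then stimulated with an EC20 of TRH (10 nM final). Enhancement of the Gq-mediated intracellular calcium response was scored.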
TrxR1 substrate – substrates of rat thioredoxin reductase 1; O89049; purified TrxR1 substrate turnover, NADPH consumption readout; Potency, µM (top dose mostly 114 µM), for the others: at the top dose activity change, negative = substrate turnover; 390,000 tested, 0.01% active; AID 588456; further: potency means the concentration at half of the fitted maximal effect; on the % scale 0 is the no-effect control and ±100 the full control effect; nearly all actives have a fitted effect of over 50% in size
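Rat TrxR1, dispensed at 90 nM, was prereduced with 400 uM NADPH (final) for 5 min at ~22 deg C, then incubated with compound 15 min before 400 uM selenite. A first-read NADPH fluorescence drop versus no-compound background flagged substrates.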
mIDH1 inhibitor – human IDH1 R132H inhibition. O75874. IDH1-R132H enzyme, NADPH consumption, diaphorase/resazurin fluorescence. Potency, µM (series often up to 76.6 µM), inactives show top-dose activity change, negative = inhibition, usual class: inhibitors. 390,000 tested, 0.093% active. AID 602179; further: potency means the concentration at half of the fitted maximal effect; on the % scale 0 is the no-effect control and ±100 the full control effect; nearly all actives have a fitted effect of over 65% in size
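IDH1-R132H (0.5 ug/mL dispensed) in pH 7.5 Tris buffer was preincubated 30 min with compound, then given a substrate mix of 0.016 mM NADPH and 2 mM alpha-KG for 80 min at room temperature; remaining NADPH was read by diaphorase/resazurin fluorescence.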
USP1 inh – blocks the human USP1/UAF1 deubiquitinase complex | O94782 | recombinant USP1/UAF1, Ub-Rhodamine cleavage fluorescence | Potency, µM (top dose mostly 57.1 µM), inactives show at the highest dose activity change, negative = inhibition, actives largely listed as inhibitors | 390,000 tested, 0.23% active | AID 743255; further: potency means the concentration at half of the fitted maximal effect; on the % scale 0 is the no-effect control and ±100 the full control effect; nearly all actives have a fitted effect of over 60% in size; inactives centre near -12
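High-throughput fluorogenic screen: 1nM USP1/UAF1 complex, Ub-Rho substrate 150nM final, 50mM HEPES pH 7.8 with 0.5mM EDTA, 0.1 mg/ml BSA, 1mM TCEP and 0.01% Tween-20.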
D2 agonist – D2 dopamine receptor (human) agonism | 340,000 tested, 0.53% active | AID 485358 | HEK293 T-REx D2 cells, calcium flux agonist mode | activation, % at 2 µM;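 active means activation over 3 SD above normal in the single-dose calcium agonist read, cut at about 30% in these data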; further: 0% is about no effect
Target sequence (P14416 whole entry, looked up): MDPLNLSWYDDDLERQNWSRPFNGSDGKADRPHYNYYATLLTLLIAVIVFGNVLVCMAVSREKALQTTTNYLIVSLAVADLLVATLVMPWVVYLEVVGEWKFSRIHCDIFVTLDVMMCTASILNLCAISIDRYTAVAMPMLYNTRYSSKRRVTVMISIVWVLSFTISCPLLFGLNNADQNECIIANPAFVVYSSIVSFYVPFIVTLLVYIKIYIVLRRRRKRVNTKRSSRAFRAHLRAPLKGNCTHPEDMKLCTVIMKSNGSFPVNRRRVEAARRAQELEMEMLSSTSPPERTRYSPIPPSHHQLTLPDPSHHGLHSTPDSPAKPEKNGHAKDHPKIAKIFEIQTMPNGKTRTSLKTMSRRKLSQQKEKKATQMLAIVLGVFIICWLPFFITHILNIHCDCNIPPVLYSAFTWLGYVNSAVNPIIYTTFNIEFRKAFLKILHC
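HEK293 Trex D2 cells, tetracycline-induced, o/n 30 C 5% CO2; no-wash Ca dye, RT 30–90 min; 10-cycle baseline, 23 nl cpd added, kinetic Ca read 180 s; agonist hits = positive Ca response.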
D2 antagonist – antagonizes the human D2 dopamine receptor; 340,000 tested, 2% active; HEK293 TREx D2 cells, calcium flux, dopamine EC80; P14416; inhibition, % at 10 µM; in the data active means inhibition above about 30%; further: 0% is about no effect
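Compounds are added to dye-loaded, induced HEK293 T-REx cells coupled to calcium release via D2; after a 3 min kinetic read an EC80 dopamine stimulus is given and fluorescence is recorded for 3 more min.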
TrxR1 inh – rat TrxR1 inhibition. O89049. Potency, µM (doses to about 114 µM), without a hit: top-dose activity change, negative = inhibition, hits mostly inhibitors. recombinant rTrxR1, NADPH fluorescence consumption, selenite substrate. AID 588453. 390,000 tested, 1% active; further: potency means the concentration at half of the fitted maximal effect; on the % scale 0 is the no-effect control and ±100 the full control effect; nearly all actives have a fitted effect of over 65% in size
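Rat TrxR1 (90 nM in the dispensed reagent) was pre-reduced with 400 uM NADPH for 5 min at room temperature, then incubated with compound for 15 min. After 400 uM selenite was added, NADPH fluorescence (Ex 340/Em 450 nm) was followed for 8 min.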
Numbers without * were called inactive; u = inconclusive; x = no result given; & = joins results of further samples; [ ] = dose if it differs, or a comment. Unless noted, the call rests on the fitted dose curve; in most records, active means well fitted inhibition curve with a large enough effect; inconclusive means small, poorly fitted or top-dose-only effect; inactive means no such curve, though single readings can be large or run the other way. Rows were taken by chance, and some 3.9% of all compounds hit somewhere here.

No.	Compound	mIDH1 inhibitor	D2 antagonist	D2 agonist	TRHR ag	TRHR enhancer	PI4K2A block	TrxR1 substrate	USP1 inh	TrxR1 inh
1	CC(C)(C)OC(=O)N1CCC(c2c(C(=O)NCCN3CCOCC3)cnn2-c2ccccc2)CC1	7%	x	x	1.6	-3	-3	5%	3%	10%
2	CN(CC(=O)N1CCCC1)S(=O)(=O)c1ccc(Cl)cc1	-1%	18	-0.3	0.0	30*	2	4%	-24%	8%
3	Cc1cc2cc(C(c3nnnn3Cc3ccco3)N3CCc4ccccc4C3)c(=O)[nH]c2cc1C (stereo unspecified)	0%	-2	1.8	1.2	-1	-8	-8%	u	u
4	CN1c2ccsc2C(O)=C(C(=O)Nc2ccccc2)S1(=O)=O	5%	-35	0.1	-0.2	-1	-3	-16%	-19%	-9%
5	CCn1ncc(CN2CCCC(C(=O)Nc3cccc(-c4cc5ccccc5[nH]4)c3)C2)c1C (stereo unspecified)	0%	2	1.3	1.3	4	-1	5%	-7%	3%
6	O=C(C1CCN(Cc2ccccc2O)CC1)N1CCN(Cc2ccc3c(c2)OCO3)CC1	9%	-11	5.9	0.6	2	0	-4%	-7%	1%
7	COc1ccc(-n2c(=O)cc(N3CCN(c4ccccc4)CC3)[nH]c2=O)cc1	-2%	2	-0.6	-0.4	4	-5	-7%	-14%	u
8	O=C(NC1CC(=O)N(c2ccc(F)cc2)C1)c1cccs1 (stereo unspecified)	4%	x	0.9	0.6	15	-5	1%[57.1 µM]	-24%	21%[57.1 µM]
9	COc1ccc(C(C(=O)NC2CCCC2)N(C(=O)c2ccco2)c2cccc(C(C)=O)c2)cc1OC (stereo unspecified)	-5%	5	0.2	0.0	-4	-18	-1%	4%	-19%
10	CCOC(=O)/C(N=Nc1ccc2c(c1)OCO2)=C(\C)O	27%	8	-0.7	-0.5	0	-1	2%[57.1 µM]	-24%	13%[57.1 µM]
11	O=C(CN1C(=O)C2CC=CCC2C1=O)Nc1nnc(C2CC2)s1 (stereo unspecified)	0%	10	-1.7	0.3	5	-3	6%	-19%	12%
12	Cc1nc2ccc(NC(=O)c3ccc(S(=O)(=O)N4CCOCC4)cc3)cc2s1	-2%	-6	0.6	2.0	-1	8	4%	9%	-17%[57.1 µM]
13	CN(C)C(=S)NC(C)(C)C	4%	0	0.5	0.2	2	-8	2%[11.4 µM]	u	65%[activator][11.4 µM]
14	O=C(NCC(F)(F)F)N1CCOCC1	1%	-5	-1.5	-0.1	5	-1	5%[57.1 µM]	2%	1%[57.1 µM]
15	CC/C(=N\NC(=O)c1ccc(Br)cc1)c1ccccc1	7%	23	0.1	-0.1	-13	0	5%	-14%	7%
16	Cc1nnc(NC(=O)CSc2nnc3c(n2)[nH]c2ccccc23)s1	-9%	x	-0.1	-0.4	3	-2	3%	13%	4%
17	FC(F)(F)c1nc2ccccc2c2nc3ccccc3n12	9%	x	x	-0.1	-2	0	17%[57.1 µM]	0%	0%[57.1 µM]
18	Cc1ccc(/C=N/N2CCCCC2)o1	8%	10	0.5	0.5	1	-14	-1%[57.1 µM]	-16%	-7%[57.1 µM]
19	Cc1cn2c(=O)cc(COc3ccc(C(C)(C)C)cc3)nc2s1	6%	x	-0.8	-0.9	-6	0	-2%	-21%	4%
20	O=C(COc1ccccc1Cl)Nc1ccc(Cl)c(-c2nc3ccccc3o2)c1	10%	x	-0.2	1.1	4	-2	18%	-2%	14%

3 compounds out of the list, arranged by heavy-atom count, rising.
No.	Compound	mIDH1 inhibitor	D2 antagonist	D2 agonist	TRHR ag	TRHR enhancer	PI4K2A block	TrxR1 substrate	USP1 inh	TrxR1 inh
2	CN(CC(=O)N1CCCC1)S(=O)(=O)c1ccc(Cl)cc1	-1%	18	-0.3	0.0	30*	2	4%	-24%	8%
17	FC(F)(F)c1nc2ccccc2c2nc3ccccc3n12	9%	x	x	-0.1	-2	0	17%[57.1 µM]	0%	0%[57.1 µM]
4	CN1c2ccsc2C(O)=C(C(=O)Nc2ccccc2)S1(=O)=O	5%	-35	0.1	-0.2	-1	-3	-16%	-19%	-9%

(cont.)
No.	Compound	mIDH1 inhibitor	D2 antagonist	D2 agonist	TRHR ag	TRHR enhancer	PI4K2A block	TrxR1 substrate	USP1 inh	TrxR1 inh
21	NS(=O)(=O)c1ccc(CCNC(=O)c2cc(-c3ccc(Br)cc3)nc3ccccc23)cc1	-2%	2	-1.2	0.9	-6	-2	2%	-3%	1%
22	COc1ccc(-c2noc(CN(C(=O)c3ccc(OC(C)=O)cc3)C(C)C)n2)cc1OC	10%	-17	0.5	-2.2	10	-3	-8%	-13%	-9%
23	CC1=C(C(N)=O)C(c2ccco2)C(C(N)=O)=C(C)N1	3%	2	-0.6	-0.5	3	0	3%	-12%	-21%
24	O=C(NCCN1CCOCC1)c1ccccc1N1C(=O)[C@@H]2Cc3c([nH]c4ccccc34)C(c3ccc(F)cc3)N2C1=O (stereo partly specified)	-5%	-33	0.3	-0.1	11	-9	-3%	-12%	-3%
25	CCOC(=O)c1ccc(Oc2nc(NC)nc(SC)n2)cc1	3%	-18	-0.3	-0.9	-1	2	5%	-5%	20%
26	CSCCC(NC(=O)c1ccccc1)C(=O)Nc1ccncc1 (stereo unspecified)	8%	-33	-0.1	-0.2	-11	-4	3%	4%	16%
27	COc1ccc(C(CC(=O)N2CCCCC2)c2c(O)cc(OC)cc2OC)cc1 (stereo unspecified)	-9%	-1	-0.2	-0.9	-5	1	0%&-4%	-14%	2%&13%
28	CCCNC(C)C(=O)Nc1ccccc1C (stereo unspecified)	9%	-15	0.7	0.1	4	0&-3&-3	5%[57.1 µM]	-27%	8%[57.1 µM]
29	COc1ccc(C(=O)c2oc3ccccc3c2NC(=O)COc2cccc(C)c2C)cc1	8%	x	-0.2	-0.2	1	24	6%	-25%	25%
30	CCN1CCN(Cc2c(C(=O)N/N=C(\C)c3ccc(Cl)cc3)nnn2-c2nonc2N)CC1	5%	-25	1.4	1.5	17	3	-3%	-14%	13%
31	Cc1ccc2nc(SCC(=O)Nc3cc(C(C)(C)C)nn3-c3ccccc3)[nH]c2c1	-5%	17	0.4	0.5	-1	-4	-11%	-11%	7%
32	CCOc1ccc(C2=C(C(C)=O)Sc3nnc(C)n3N2C(C)=O)cc1	u	x	-3.9	-2.5	6	14	4%	u	0%
33	CCN1CCCC1CNC1=NCCCCC1 (stereo unspecified)	-1%	-12	-0.2	0.3	3	6	8%[57.1 µM]	4%	7%[57.1 µM]
34	CCO[C@@H]1OC(C(=O)N2CCN(Cc3ccccc3)CC2)=C[C@H](c2csc3ccccc23)[C@H]1CCCO	13%	-4	0.3	0.2	18	-3	-5%	u	-13%
35	CN(C)c1nc(N)nc(CSc2nc3cc(Cl)ccc3o2)n1	5%	2	0.0	-0.8	-10	-1	-5%[57.1 µM]	-7%	-11%[57.1 µM]
36	CC(C)c1ccc(N2C(=O)CC(Sc3ncccn3)C2=O)cc1 (stereo unspecified)	10%	1	-1.4	0.3	5	-3	3%	-17%	1%
37	COC(=O)c1ccc2c(c1)N(Cc1ccc(Cl)cc1)C(=O)c1ccccc1S2	-1%	x	0.4	0.5	-7	7	3%[57.1 µM]	-22%	24%[57.1 µM]
38	O=C(CSc1ccc(-c2ccco2)nn1)N1CCCCC1	5%	-9	-1.6	-0.1	10	-10	7%[57.1 µM]	-1%	-66%
39	CCCCN(C(=O)Cc1ccc(S(=O)(=O)N2CCOCC2)s1)c1ccccc1	0%	-9	-0.5	-0.1	10	3	-7%	1%	-5%
40	CC1(C)CC(C#N)(N2CCOCC2)CCO1 (stereo unspecified)	-1%	22	0.3	-0.6	-2	1	9%	-17%	u

(more compounds)
No.	Compound	mIDH1 inhibitor	D2 antagonist	D2 agonist	TRHR ag	TRHR enhancer	PI4K2A block	TrxR1 substrate	USP1 inh	TrxR1 inh
41	COc1ccccc1CNC(=O)CCC1N=C2c3ccccc3N=C(SCC(=O)NCCc3ccccc3)N2C1=O (stereo unspecified)	14%	x	-9.2	-1.2	14	-2	14%[57.1 µM]	-22%	23%[57.1 µM]
42	COc1cc(C2C(C(=O)c3cccs3)=C(O)C(=O)N2CCN2CCOCC2)ccc1OCCC(C)C (stereo unspecified)	-2%	x	x	x	x	2	-13%	-11%	u
43	OCCOCCn1c(C(CO)Nc2nc(-c3ccccc3Br)cs2)nc2ccccc21 (stereo unspecified)	11%	x	x	x	x	2	-2%	-28%	5%
44	O=C(COC(=O)/C=C/c1cccs1)Nc1cccc(S(=O)(=O)N2CCCC2)c1	3%	-6	0.6	0.1	-3	-6	-7%[57.1 µM]	-20%	-8%[57.1 µM]
45	Cc1ccc(S(=O)(=O)Nc2cccc(-c3ccc(N4CCCCCC4)nn3)c2)cc1C	5%	16	-0.9	1.0	-3	-1	-4%	-7%	15%
46	Cc1ccccc1Oc1ncnc(N)c1[N+](=O)[O-]	11%	x	x	3.3	13	4	-6%	-16%	-2%[57.1 µM]
47	Cc1ccc(C(=O)CNc2ccccc2C)cc1	-1%	-3	-1.2	-0.7	2	7	0%	-15%	-1%
48	CC(C)c1ccc(N2C(=O)CSC23C(=O)N2CCCc4cccc3c42)cc1 (stereo unspecified)	1%	5	-0.1	-1.5	-8	7	2%	-8%	11%
49	COC(=O)c1sccc1NC(=O)Nc1ccc(C)cc1	14%	-8	0.7	-0.2	5	u	4%	-19%	21%
